From PubChem
D1 antagonist: Antagonist of Human D 1 Dopamine Receptor: qHTS. D(1A) dopamine receptor (Homo sapiens), P21728. HEK293 TREx D1 cells, calcium flux, dopamine EC80; stronger effect = lower value. activity change, negative = inhibition, % at 10 µM. hit rate 3.2% among 360,000; in the data active means activity change below about -30%; further: on the % scale 0 is the no-effect control and ±100 the full control effect
Target sequence (P21728 whole entry, looked up): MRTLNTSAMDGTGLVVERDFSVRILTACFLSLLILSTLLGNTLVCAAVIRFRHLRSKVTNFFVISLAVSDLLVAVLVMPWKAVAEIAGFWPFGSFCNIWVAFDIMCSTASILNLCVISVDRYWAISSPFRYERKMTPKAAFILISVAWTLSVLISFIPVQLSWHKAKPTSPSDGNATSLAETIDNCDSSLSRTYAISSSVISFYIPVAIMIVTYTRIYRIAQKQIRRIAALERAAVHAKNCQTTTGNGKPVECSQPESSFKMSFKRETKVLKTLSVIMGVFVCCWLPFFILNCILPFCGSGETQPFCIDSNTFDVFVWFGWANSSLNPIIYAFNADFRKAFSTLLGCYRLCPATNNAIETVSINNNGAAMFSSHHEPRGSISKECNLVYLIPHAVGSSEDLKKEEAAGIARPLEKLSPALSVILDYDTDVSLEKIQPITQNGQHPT
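Inducible Hek293 Trex D1 cells (tetracycline, overnight, 30 C). Calcium dye 30–90 min RT. Antagonist mode: EC80 dopamine added after 180 s compound read.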
RXFP1 antag: qHTS Assay for Antagonists of the Relaxin Receptor RXFP1. Relaxin receptor 1 (Homo sapiens), Q9HBX9. AID 1259400, 2018. activity change, negative = inhibition, % at 57.5 µM. hit rate 0.59% among 350,000. HEK293-RXFP1, relaxin-stimulated cAMP HTRF, 30 min; stronger effect = lower value;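 active means activity change of -60% or lower, but not beyond a set lower limit; inconclusive means change between -60% and -40%, or beyond the set limit; inactive means change above -40%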; further: on the % scale 0 is the no-effect control and ±100 the full control effect
D2 agonist: HTS Assay for Allosteric Agonists of the Human D2 Dopamine Receptor: Primary Screen for Agonists | D(2) dopamine receptor (Homo sapiens), P14416 | HEK293 T-REx D2 cells, calcium flux agonist mode | activation, % at 2 µM | hit rate 0.53% among 340,000;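 active means activation over 3 SD above normal in the single-dose calcium agonist read, cut at about 30% in these data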; further: 0% is about no effect
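HEK293 Trex D2 cells, tetracycline-induced, o/n 30 C 5% CO2; no-wash Ca dye, RT 30–90 min; 10-cycle baseline, 23 nl cpd added, kinetic Ca read 180 s; agonist hits = positive Ca response.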
D2 potentiator: HTS Assay for Positive Allosteric Modulators of the Human D2 Dopamine Receptor: Primary Screen for Potentiators. hit rate 0.34% among 340,000. D(2) dopamine receptor (Homo sapiens), P14416. potentiation, % at 10 µM. HEK293 T-REx D2, calcium flux, EC20 dopamine potentiation;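 active means potentiation over 3 SD above the plate norm, cut at about 30% in these data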; further: 0% is about no effect
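Primary screen. Calcium kinetics in induced HEK293 T-REx D2 cells: compound pre-addition 180 s, EC20 dopamine, 180 s more.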
TRHR enhancer: qHTS for Small Molecule Agonists and Allosteric Enhancers of Human TRH Receptor: Primary Screen for Enhancers. Thyrotropin-releasing hormone receptor (Homo sapiens), P34981. TRHR cells, fluo-8 calcium fluorescence, EC20 TRH enhancement. enhancement, % at 2 µM. hit rate 0.66% among 360,000. AID 493056, 2011; in the data active means enhancement above about 30%; further: 0% is about no effect
Target sequence (P34981 whole entry, looked up): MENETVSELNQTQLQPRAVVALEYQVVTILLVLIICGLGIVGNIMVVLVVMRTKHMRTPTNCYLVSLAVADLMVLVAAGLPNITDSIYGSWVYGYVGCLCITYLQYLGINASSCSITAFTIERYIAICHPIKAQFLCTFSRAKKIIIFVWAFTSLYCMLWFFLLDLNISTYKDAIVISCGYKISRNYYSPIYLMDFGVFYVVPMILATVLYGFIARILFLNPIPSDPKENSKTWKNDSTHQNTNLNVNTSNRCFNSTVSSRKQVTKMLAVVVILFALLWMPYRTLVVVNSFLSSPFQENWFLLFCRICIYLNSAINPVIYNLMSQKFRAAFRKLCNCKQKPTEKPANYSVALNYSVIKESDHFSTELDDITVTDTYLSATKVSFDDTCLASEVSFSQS
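TRHR-expressing cells loaded with fluo-8 calcium dye were read kinetically (ex 480/em 530) during compound addition, then stimulated with an EC20 of TRH (10 nM final). Enhancement of the Gq-mediated intracellular calcium response was scored.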
TRHR ag: qHTS for Small Molecule Agonists and Allosteric Enhancers of Human TRH Receptor: Primary Screen for Agonists. TRHR cells, calcium flux fluo-8, FDSS agonist mode. activation, % at 2 µM. hit rate 0.18% among 360,000. AID 493084, 2011; further: 0% is about no effect
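Agonist-mode FDSS calcium read (Ex 480/Em 530, 1 s cycles) in 1536-well TRHR cells with fluo-8 dye, after 10-cycle baseline and 23 nL compound addition; TRH at EC20 (10 nM final) added afterwards for the enhancer phase.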
D1 PAM: Potentiators of Human D1 Dopamine Receptor: qHTS; D(1A) dopamine receptor (Homo sapiens), P21728; HEK293 TREx D1 cells, calcium flux, dopamine EC20 potentiation; potentiation, % at 10 µM; hit rate 0.036% among 360,000; AID 504651, 2011; in the data active means potentiation above about 30%; further: 0% is about no effect
D2 antagonist: HTS Assay for Allosteric Antagonists of the Human D2 Dopamine Receptor: Primary Screen for Antagonists | D(2) dopamine receptor (Homo sapiens), P14416 | HEK293 TREx D2 cells, calcium flux, dopamine EC80 | inhibition, % at 10 µM | hit rate 2% among 340,000 | AID 485344, 2010; in the data active means inhibition above about 30%; further: 0% is about no effect
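In this primary screen, negative modulation is detected by tracking calcium flux after an EC80 dopamine challenge in inducible HEK293 T-REx D2 cells preexposed to test compound for 180 s.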
D1 ag: Allosteric Agonists of the Human D1 Dopamine Receptor: qHTS. D(1A) dopamine receptor (Homo sapiens), P21728. HEK293 T-REx D1 cells, calcium flux, agonist mode. activation, % at 2 µM. hit rate 1% among 360,000. AID 504660, 2011; further: 0% is about no effect
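Inducible HEK293 T-REx D1 cells, force-coupled to calcium signalling, were plated at 4000 cells/well with tetracycline and held overnight at 30 C. After no-wash calcium dye loading, compound-evoked calcium rise over 180 s flagged agonists.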
* = called active by the depositor; ? = inconclusive; nt = no result given; & = joins results of further samples. Unless noted, no stated cut-off is given here; in the data, active means activation above about 30%; inactive means the rest.

SMILES | D1 antagonist | RXFP1 antag | D2 agonist | D2 potentiator | TRHR enhancer | TRHR ag | D1 PAM | D2 antagonist | D1 ag
Cc1cc(C)c(NC(=O)CSc2ncc(S(=O)(=O)c3ccc(C(C)(C)C)cc3)c(=O)[nH]2)c(C)c1 | -7 | nt | 0.0 | -2 | -8 | 0.0 | 1 | nt | 14
Nc1nc(SCC(=O)Nc2cccc(S(=O)(=O)N3CCCCCC3)c2)n[nH]1 | nt | -9 | 11 | -5 | 2 | 0.5 | -5 | -8 | 0
COc1ccc(OC)c(N2C(=O)CC(Cc3cc(C)cc(C)c3)C2=O)c1 (stereo not drawn) | -3 | -3 | -0.5 | 30* | 4 | -0.5 | -4 | 10 | 3
CCCCN(C)CCCNC(=O)C1CCN(c2nc3ccc(CC)cc3s2)CC1 | -53* | -33 | 1.8 | 19 | -1 | 3.1 | 3 | nt | 84*
COc1ccc(CC(=O)NCCCc2ccccc2)cc1OC | 2 | 2 | 2.8 | 16 | 1 | 1.2 | 1 | -15 | 4
COc1ccccc1NC(=O)Nc1ccc(F)c(F)c1 | nt | 3 | 0.3 | 5 | 0 | 0.7 | -8 | -22 | 3
O=C(Nc1c2c(nn1-c1ccccc1)CS(=O)(=O)C2)c1ccco1 | 11 | -3 | -0.1 | -10 | 16 | 0.2 | -1 | -16 | 2
CN(C(=O)Nc1ccc(Cl)c(Cl)c1)c1ccccc1C(=O)O | 9 | 0 | 3.0 | 3 | 1 | -0.1 | -1 | -4 | 3
Nc1c(C(=O)NCc2ccc3c(c2)OCO3)nnn1CC(=O)Nc1ccc(Br)cc1 | 5&-10 | ? | 0.1&0.4 | 20&-11 | 9&-9 | -2.3&0.6 | -4&4 | -3 | 6&2
COc1ccc(-c2csc(NC(=O)c3ccco3)n2)cc1 | 1 | -20 | -1.9 | -5 | 2 | 0.2 | -4 | -17 | 0
CC(=O)Nc1ccc(NC=C(C#N)C#N)cc1 | -16 | -11 | -0.6 | -8 | -3 | 0.0 | 5 | 1 | 3
CC(C)C(NC(=O)c1c(F)cccc1F)C(=O)NCc1ccncc1 (stereo not drawn) | 3 | -8 | 0.3 | -1 | -3 | 0.1 | 0 | -6 | 3
CC(C)C1NC(=S)N(C2CCCCC2)C1=O (stereo not drawn) | -5 | -1 | 1.5 | 10 | 8 | 0.8 | 0 | 25 | 1
O=Cc1cccn1Cc1ccccc1[N+](=O)[O-] | 1 | 12 | 1.0 | 6 | 4 | 8.9 | -3 | 5 | 3
Cc1noc(C)c1C(=O)N(CC(=O)NC1CCCC1)Cc1ccccc1F | 0 | 7 | -0.4 | 1 | 2 | 0.0 | -4 | 17 | 1
CC(C)(C)OC(=O)NCCC(=O)N/N=C/c1ccc2nccnc2c1 | -3 | -4 | 0.3 | 0 | -1 | -0.1 | -1 | 6 | 1
CCN1CCc2c(sc(NC(=O)CSc3ccccc3)c2-c2nc3ccccc3s2)C1 | -24 | 7 | nt | -23 | -20 | 147* | -5 | nt | 403*
O=c1[nH]nc(SCc2ccccc2Cl)n1-c1ccc2c(c1)OCCO2 | -8 | -33 | 0.0 | 0 | -1 | -0.1 | 2 | 9 | 7
COc1cc(CN2CCNC(=O)C2CC(=O)O)cc(OC)c1 (stereo not drawn) | 1 | -7 | 1.2 | 9 | 7 | 1.1 | -4 | 25 | 3
CCCCc1nnc(NC(=O)c2ccc(S(=O)(=O)N3CCOCC3)cc2)s1 | -6 | -11 | 0.9 | 6 | 7 | -0.4 | -1 | -6 | 3
N=c1ccn(Cc2ccc([N+](=O)[O-])cc2)cc1 | 7 | 5 | 0.4 | 7 | 0 | -0.3 | 0 | 6 | 3
CCOC(=O)C1CCN(CC(O)COC(CC)c2ccccc2)CC1 (stereo not drawn) | -18 | -4 | 1.8 | 9 | 3 | 1.2 | -1 | 1 | 3
CC(=O)Nc1ccc(/C(C)=N/NC(=O)C2CC2c2ccccc2)cc1 (stereo not drawn) | -15 | 0 | 1.1 | -14 | -7 | -0.8 | -6 | 11 | 5
COc1cccc(N(CC(=O)Nc2cccnc2)S(C)(=O)=O)c1 | 7 | 3 | 0.0 | -11 | 9 | 0.1 | 2 | -7 | 2
Cc1ccc2c(Cl)c(C)c(N3CCCC3)nc2n1 | 18 | -7 | -1.2 | -2 | 0 | 0.3 | -4 | -10 | 3
CCCCNC(=O)COC(=O)c1ccc(Cl)c(S(=O)(=O)N2CCCC2)c1 | -18 | -1 | 0.9 | 17 | -9 | 0.2 | 12 | 12 | 9
Nc1nc(Nc2ccccc2F)nc(N2CCOCC2)c1[N+](=O)[O-] | 13 | -12 | 0.2 | 15 | 4 | 0.0 | 1 | -12 | 1
CCOc1cc(CN2CCCC(CNC(=O)c3ccc(F)cc3)C2)ccc1OC (stereo not drawn) | -4 | 0 | -1.4 | -15 | -1 | -0.9 | -7 | 17 | 3
CCCCN(C)c1nnc(NC(=O)Nc2ccc(Br)c(C)c2)s1 | 14 | 3 | 0.4 | 5 | 0 | -0.6 | -2 | nt | 1
COc1cc(NC(=O)C(OC(=O)CNC(=O)c2ccccc2)c2ccccc2)cc(OC)c1 (stereo not drawn) | 21 | nt | nt | nt | 4 | -1.0 | 11 | nt | 2

A different layout for some results above.
Results follow in this order: D1 antagonist, RXFP1 antag, D2 agonist, D2 potentiator, TRHR enhancer, TRHR ag, D1 PAM, D2 antagonist, D1 ag
COc1cccc(N(CC(=O)Nc2cccnc2)S(C)(=O)=O)c1
  7, 3, 0.0, -11, 9, 0.1, 2, -7, 2
COc1cc(NC(=O)C(OC(=O)CNC(=O)c2ccccc2)c2ccccc2)cc(OC)c1 (stereo not drawn)
  21, nt, nt, nt, 4, -1.0, 11, nt, 2
N=c1ccn(Cc2ccc([N+](=O)[O-])cc2)cc1
  7, 5, 0.4, 7, 0, -0.3, 0, 6, 3
CCCCN(C)c1nnc(NC(=O)Nc2ccc(Br)c(C)c2)s1
  14, 3, 0.4, 5, 0, -0.6, -2, nt, 1

The listing continues:
SMILES | D1 antagonist | RXFP1 antag | D2 agonist | D2 potentiator | TRHR enhancer | TRHR ag | D1 PAM | D2 antagonist | D1 ag
CC(C)c1ccc(NC(=O)CCNS(=O)(=O)c2cc(Br)cnc2N)cc1 | -8 | -22 | 0.5 | -6 | 3 | 0.3 | -4 | -4 | 4
COc1ccc(CSc2nc3ccncc3n2CC(=O)Nc2ccc(C)c(F)c2)cc1 | 9 | nt | 0.5 | nt | -5 | 0.6 | -2 | nt | 5
CCOC(=O)C1(Cc2ccccc2)CCN(Cc2ccc(C3CCCCO3)s2)CC1 (stereo not drawn) | 4 | -33 | 0.1 | 1 | 3 | 0.7 | 5 | -10 | 0
Cc1nnc(NC(=O)c2ccccc2NC(=O)c2ccccc2)s1 | 23 | -7 | -1.7 | -1 | -6 | 1.2 | -3 | 1 | 5
COC(=O)c1c(NC(=O)CCl)sc(C(=O)N2CCOCC2)c1C | 3 | 11 | 0.7 | 2 | 1 | -0.3 | nt | 3 | 1
COc1ccc(CC(=O)N/N=C/c2cccs2)cc1OC | 4 | 5 | 0.8 | 8 | 3 | 0.4 | -2 | 10 | 3
CCN(CC)CCN(C(=O)Cn1nnc(-c2ccc(C)o2)n1)C(C(=O)NC(C)(C)C)c1cccs1 (stereo not drawn) | 2 | 9 | -0.1 | 0 | -4 | -0.3 | -3 | -2 | 1
CCOc1ccc(NC(=O)CCn2cnc3onc(-c4ccc(F)cc4)c3c2=O)cc1 | -17 | -5 | 0.3 | -7 | -9 | 0.2 | -1 | nt | 13
Cc1cc(F)ccc1NC(=O)CCS(=O)(=O)c1cc2c(cc1C)NC(=O)CO2 | -15 | nt | 0.8 | -4 | -4 | 0.5 | -2 | nt | 8
N#CC1=C(N)C(C#N)(C#N)C2(C(=O)Nc3ccccc32)C2CCCC=C12 (stereo not drawn) | 10 | 3 | 0.3 | -9 | 6 | -2.7 | 0 | 11 | 19
N=c1ccn(CC(=O)NC(N)=O)c2ccccc12 | 8 | -21 | -1.2 | -11 | -3 | 0.0 | -9 | 14 | -1
COc1ccc(Nc2ccc(N3C(=O)CC(C)C3=O)cc2[N+](=O)[O-])cc1OC (stereo not drawn) | 1 | -23 | 0.3 | 6 | -2 | -1.1 | -5 | 1 | 2
CC(C)(C)OC(=O)N1CCC[C@H]1C(=O)N/N=C/c1cccc2nccnc12 | -12 | 3 | 0.7 | 0 | 6 | 0.6 | 0 | 12 | 0
CC(C)=C(NC(=O)c1ccccc1)C(=O)NCCc1nc2ccccc2[nH]1 | 8 | 2 | 0.1 | -6 | 0 | 0.2 | -1 | 19 | 2
O=C(NCCN1CCCCC1)c1ccc(Cn2c(SCc3cccc(F)c3)nc3cccnc32)cc1 | -18 | -4 | -0.3 | -15 | -2 | -0.1 | -2 | nt | 2
COc1ccc(N2CCN(CCCNC(=O)c3ccc(CS(=O)(=O)c4ccc(OC)cc4)o3)CC2)cc1 | -18 | 4 | 3.6 | -10 | -2 | 0.3 | -3 | 19 | 5
C[N+](C)(C)CC(=O)N1CCN(c2ccc3ccccc3n2)CC1 | 2 | 8 | -0.2 | -1 | 2 | 0.7 | -1 | 9 | 0
CCOc1ccc(NC(=O)CSc2nnc(CC)c(CC)n2)cc1 | -3 | -6 | 0.0 | 2 | 8 | 0.2 | 4 | nt | 2
COC(=O)c1cc(-c2ccc(OC)cc2)nc2nc(SC)[nH]c(=O)c12 | -1 | -24 | -0.3 | 5 | -6 | -0.8 | 1 | 7 | 0
O=C(Nc1nnc(-c2ccco2)o1)c1ccc(Cl)cc1 | 1 | -8 | -0.3 | -12 | -2 | -0.3 | 7 | 7 | -1
COc1ccccc1CC(=O)Nc1ccc(S(=O)(=O)N2CCCC2)cc1 | -5 | 7 | -1.6 | 16 | -4 | -0.2 | -6 | 39* | 1
CCOC(=O)c1ccc(N2C(=O)c3n[nH]c(C)c3C2c2ccc(CC)cc2)cc1 (stereo not drawn) | 20 | nt | -0.1 | 9 | 13 | 0.5 | 7 | nt | 3
CC1CCN(C(=O)c2nc[nH]c2C(=O)OCCNC(=O)OC(C)(C)C)CC1 | nt | nt | -0.8 | 0 | 1 | 0.5 | 6 | -2 | -1

With a hit mark in D2 potentiator (from the list above):
SMILES | D1 antagonist | RXFP1 antag | D2 potentiator | TRHR enhancer | TRHR ag | D1 PAM | D2 antagonist | D1 ag
COc1ccc(OC)c(N2C(=O)CC(Cc3cc(C)cc(C)c3)C2=O)c1 (stereo not drawn) | -3 | -3 | 30* | 4 | -0.5 | -4 | 10 | 3
